# EZH2 inh – inhibitors of human EZH2/PRC2 methyltransferase. inhibition, % at 12.5 µM. hit rate 0.35% among 57,000. PRC2 H3K27 methylation, DELFIA TRF, 1 h. Q15910;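 active = mean inhibition of replicates at least 50% and every single replicate also reaching 50%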;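 also: dimethyl H3K27 on biotinylated H3 21-44 peptide detected by antibody; plate controls were median neutral control wells for no effect and median positive control wells for full effect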
# IDH1 R132H inh – blocks human IDH1 R132H reductase activity; O75874; diaphorase/resazurin fluorescence, 60 min; inhibition, % at 10 µM; hit rate 0.18% among 70,000; in the data active = inhibition above about 34%;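 also: 0% = DMSO and 100% = no enzyme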
# Target sequence (O75874 whole entry R132H): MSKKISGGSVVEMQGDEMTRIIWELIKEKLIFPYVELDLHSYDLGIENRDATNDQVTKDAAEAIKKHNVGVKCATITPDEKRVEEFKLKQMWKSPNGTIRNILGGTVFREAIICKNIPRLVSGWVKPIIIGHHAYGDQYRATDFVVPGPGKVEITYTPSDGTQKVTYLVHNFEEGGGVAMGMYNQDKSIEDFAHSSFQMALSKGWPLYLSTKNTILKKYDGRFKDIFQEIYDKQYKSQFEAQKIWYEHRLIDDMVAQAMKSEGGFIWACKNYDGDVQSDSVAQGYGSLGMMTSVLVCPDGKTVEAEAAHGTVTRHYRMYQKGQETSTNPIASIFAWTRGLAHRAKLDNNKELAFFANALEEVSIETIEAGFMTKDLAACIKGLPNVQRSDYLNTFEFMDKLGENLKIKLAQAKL
# Active calls of the source: *; . = no result given.
SMILES,EZH2 inh,IDH1 R132H inh
C[C@H](CO)N1C[C@H](C)[C@@H](CN(C)Cc2ccc(C(F)(F)F)cc2)Oc2ccc(NS(=O)(=O)c3ccc(F)cc3)cc2C1=O,1.3,.
C[C@@H]1CN([C@@H](C)CO)C(=O)c2cccc(NC(=O)Nc3ccc(C(F)(F)F)cc3)c2O[C@@H]1CN(C)CC1CCCCC1,.,-2.0
COc1ccc(NC(=O)N(C)C[C@H]2Oc3cc(C#CCC(C)C)ccc3S(=O)(=O)N([C@H](C)CO)C[C@@H]2C)cc1,-6.4,2.1
C[C@H]1CN([C@@H](C)CO)C(=O)c2cc(NS(=O)(=O)c3ccc(F)cc3)ccc2O[C@@H]1CN(C)S(=O)(=O)c1cccs1,.,0.0
Cc1ccc(S(=O)(=O)N(C)C[C@@H]2Oc3c(NC(=O)C4CCCCC4)cccc3C(=O)N([C@@H](C)CO)C[C@@H]2C)cc1,1.4,.
Cc1ccc(S(=O)(=O)N[C@@H]2CC[C@H](CC(=O)O)O[C@@H]2CO)cc1,-2.2,0.1
C[C@@H]1CN([C@@H](C)CO)C(=O)c2cccc(NC(=O)c3ccncc3)c2O[C@@H]1CN(C)C(=O)Nc1ccccc1,.,-2.6
COc1cccc(NC(=O)N[C@@H]2C=C[C@@H](CC(=O)Nc3ccc(-c4ccccc4)cc3)O[C@H]2CO)c1,-23.0,0.4
C[C@H](CO)N1C[C@H](C)[C@H](CN(C)Cc2ccccc2)Oc2ncc(C#CC3(O)CCCC3)cc2C1=O,-17.6,-0.5
COc1ccc(S(=O)(=O)Nc2ccc3c(c2)CC(=O)N([C@H](C)CO)C[C@@H](C)[C@H](CN(C)C(=O)Nc2cccc4ccccc24)O3)cc1,.,-0.9
COc1ccccc1NC(=O)N[C@H]1CC[C@@H](CC(=O)NCc2ccc(Cl)c(Cl)c2)O[C@@H]1CO,-5.4,-0.2
C[C@@H]1CN([C@@H](C)CO)C(=O)c2cc(NC(=O)Nc3ccc(C(F)(F)F)cc3)ccc2O[C@@H]1CN(C)S(C)(=O)=O,-17.5,0.0
C[C@@H]1CCCCO[C@@H](CN(C)C(=O)Cc2ccccc2)[C@H](C)CN([C@H](C)CO)C(=O)c2cc(NC(=O)c3ccccc3)ccc2O1,.,3.9
C[C@H](CO)N1C[C@H](C)[C@@H](CN(C)C(=O)CN(C)C)Oc2ncc(-c3ccc(F)cc3)cc2C1=O,.,0.3
C[C@H]1CN([C@@H](C)CO)C(=O)c2cc(NC(=O)CCC(F)(F)F)ccc2O[C@@H]1CN(C)CC1CCCCC1,0.1,1.4
C[C@H](CO)N1C[C@H](C)[C@@H](CN(C)C(=O)Nc2cccc3ccccc23)Oc2ccc(NS(C)(=O)=O)cc2C1=O,5.8,1.4
O=C(O)C[C@@H]1C[C@@H]2c3cc(NC(=O)Nc4ccc(C(F)(F)F)cc4)ccc3O[C@@H]2[C@H](CO)O1,3.3,0.3
O=C(C[C@@H]1CC[C@H](NS(=O)(=O)c2ccccc2)[C@H](CO)O1)NCc1ccc(Cl)c(Cl)c1,6.5,0.0
CC(C)C#Cc1cnc2c(c1)C(=O)N([C@H](C)CO)C[C@H](C)[C@@H](CN(C)C(=O)Nc1cccc(F)c1)O2,-29.4,-2.3
C[C@@H]1CN([C@@H](C)CO)C(=O)c2cccc(NC(=O)c3ccc(-c4nccs4)cc3)c2O[C@@H]1CN(C)Cc1ccc(C(=O)Nc2ccccc2N)cc1,-6.1,.
COCC(=O)N(C)C[C@H]1Oc2cc(Br)ccc2S(=O)(=O)N([C@@H](C)CO)C[C@H]1C,-2.6,-4.6
O=C(Cn1cc(C(=O)c2ccccc2F)c2ccccc21)NCC1CCCO1 (stereo not given),-5.7,-0.4
CO[C@H]1CN(C)C(=O)c2ccc(NC(=O)Nc3ccc(Cl)cc3)cc2OC[C@H](C)NC[C@@H]1C,-1.8,0.4
COc1ccccc1-c1cnc2c(c1)C(=O)N([C@@H](C)CO)C[C@@H](C)[C@H](CN(C)C(=O)CC1CC1)O2,4.7,-2.0
O=C(NO)c1cccc(C(=O)N/N=C/c2ccc([N+](=O)[O-])s2)c1,6.3,-0.2
Cc1ccc(S(=O)(=O)N[C@@H]2CC[C@@H](CCn3cc(C(C)C)nn3)O[C@H]2CO)cc1,-18.8,-0.1
C[C@@H](NC(=O)C[C@H]1CC[C@H](NC(=O)C2CCOCC2)[C@@H](CO)O1)c1ccccc1,7.6,-0.2
C[C@@H]1CN([C@@H](C)CO)C(=O)c2cc(NC(=O)Cc3ccccc3)ccc2O[C@@H](C)CCCCO[C@@H]1CN(C)C(=O)CCCN(C)C,.,-3.2
C[C@H]1CCCCO[C@@H](CN(C)Cc2ccc3c(c2)OCO3)[C@@H](C)CN([C@@H](C)CO)C(=O)c2cc(NS(C)(=O)=O)ccc2O1,7.0,1.7
Cc1noc(C)c1S(=O)(=O)Nc1cccc2c1O[C@H](CN(C)Cc1ccccc1)[C@H](C)CN([C@@H](C)CO)C2=O,3.6,0.8
Cc1ccc2ccc(S(=O)(=O)NCc3ccccn3)cc2c1,-14.7,-0.2
C[C@@H]1CN([C@H](C)CO)S(=O)(=O)c2ccc(C#C[C@@H](C)O)cc2O[C@H]1CN(C)C(=O)c1ccccc1,-4.1,-0.5
CCCC#Cc1ccc2c(c1)O[C@H](CN(C)S(C)(=O)=O)[C@H](C)CN([C@@H](C)CO)S2(=O)=O,-19.8,-2.0
C[C@@H]1CN([C@@H](C)CO)C(=O)Cc2cc(NC(=O)CCCCCC(=O)Nc3ccccc3N)ccc2O[C@@H]1CN(C)Cc1ccc(Cl)c(Cl)c1,-36.3,.
COc1ccc(NC(=O)N[C@@H]2CC[C@H](CCNC(=O)Cc3ccncc3)O[C@@H]2CO)cc1,4.7,0.2
C[C@@H]1CN([C@@H](C)CO)C(=O)CCCn2cc(nn2)CO[C@@H]1CN(C)Cc1cccc(C(F)(F)F)c1,2.4,0.3
O=C(C[C@@H]1CC[C@H](NS(=O)(=O)c2ccccc2)[C@@H](CO)O1)NCc1ccc(Cl)c(Cl)c1,5.6,-0.1
O=S(=O)(N[C@H]1CC[C@@H](CCn2cc(C3(O)CCCC3)nn2)O[C@@H]1CO)c1ccc(F)cc1,10.4,8.2
CC(C)NC(=O)Nc1cccc2c1O[C@H](CN(C)Cc1ccccc1)[C@@H](C)CN([C@@H](C)CO)C2=O,-1.4,0.9
CNC[C@H]1OCCCC[C@@H](C)Oc2ccc(NC(=O)NC(C)C)cc2C(=O)N([C@@H](C)CO)C[C@H]1C,-14.5,4.6
CC(C)C#Cc1ccc2c(c1)O[C@H](CN(C)CC1CC1)[C@H](C)CN([C@@H](C)CO)S2(=O)=O,-20.6,-0.1
COc1ccc(NC(=O)N(C)C[C@H]2OCCCC[C@@H](C)Oc3ccc(N(C)C)cc3C(=O)N([C@H](C)CO)C[C@@H]2C)cc1,3.0,0.0
CC(C)COC(=O)N(C)C[C@H]1OCc2cnnn2CCCC(=O)N([C@H](C)CO)C[C@@H]1C,4.0,1.2
COc1ccc(S(=O)(=O)NCc2ccccc2)cc1-c1nnc2c3ccccc3c(C)nn12,-3.6,-0.2
C[C@@H]1CN([C@H](C)CO)C(=O)CCCn2cc(nn2)CO[C@H]1CN(C)C(=O)Nc1ccc2c(c1)OCO2,4.0,-2.1
C[C@@H]1CN([C@@H](C)CO)C(=O)Cc2cc(NS(=O)(=O)c3ccc(Cl)cc3)ccc2O[C@H]1CN(C)Cc1ccccc1,4.0,1.5
C[C@@H]1CN([C@@H](C)CO)S(=O)(=O)c2ccc(/C=C/c3ccccc3)cc2O[C@@H]1CN(C)C(=O)NC1CCCC1,-18.9,1.3
CO[C@H]1CN(C)C(=O)c2cc(NC(=O)C3CC3)ccc2OC[C@H](C)N(Cc2cncnc2)C[C@H]1C,3.1,0.0
Cc1ccccc1N(CC(=O)O)S(=O)(=O)c1ccc(Cl)cc1,0.3,-0.3
COCC(=O)Nc1ccc2c(c1)C(=O)N(C)C[C@@H](OC)[C@@H](C)CN(Cc1ccccc1OC)[C@H](C)CO2,-5.1,0.1
C[C@H](CO)N1C[C@H](C)[C@H](CN(C)CC2CC2)OCCCC[C@H](C)Oc2ccc(NC(=O)Nc3ccccc3)cc2C1=O,.,-1.8
Cc1noc(C)c1S(=O)(=O)Nc1ccc2c(c1)C(=O)N([C@@H](C)CO)C[C@@H](C)[C@@H](CN(C)Cc1ccncc1)O2,.,1.1
CO[C@H]1CN(C)C(=O)c2cc(NS(=O)(=O)c3ccccc3)ccc2OC[C@@H](C)N(Cc2nccs2)C[C@H]1C,-1.9,0.1
C[C@@H]1CN([C@H](C)CO)C(=O)Cc2cc(N(C)C)ccc2O[C@@H]1CN(C)Cc1ccc(Cl)c(Cl)c1,2.2,-0.9
C[C@H](CO)N1C[C@H](C)[C@H](CN(C)S(C)(=O)=O)OCc2cn(nn2)CCCC1=O,1.9,0.9
C[C@@H]1CN([C@H](C)CO)C(=O)CCCn2cc(nn2)CO[C@@H]1CN(C)C(=O)Nc1ccc(N2CCCCC2)cc1,-3.2,-5.1
COc1ccc(S(=O)(=O)N(C)C[C@@H]2Oc3c(NC(=O)Nc4ccc5c(c4)OCO5)cccc3C(=O)N([C@@H](C)CO)C[C@H]2C)cc1,.,-3.3
COc1cc(Br)cc2cc(C(=O)NCCCN3CCOCC3)c(=O)oc12,-20.9,-1.0
C[C@@H]1CCCCO[C@H](CN(C)C)[C@@H](C)CN([C@H](C)CO)C(=O)c2cc(NC(=O)Nc3ccc(C(F)(F)F)cc3)ccc2O1,0.0,3.1
COc1ccc(CN(C)C[C@@H]2OCCCC[C@@H](C)Oc3ccc(NC(=O)Nc4cccc5ccccc45)cc3C(=O)N([C@@H](C)CO)C[C@H]2C)cc1,.,0.4

# The results go on:
SMILES,EZH2 inh,IDH1 R132H inh
Cc1ccc(Cn2c(NCc3nc4ccccc4n3C)nc3ccccc32)cc1,.,0.1
C[C@@H]1CN([C@@H](C)CO)C(=O)c2cc(NC(=O)CCCN(C)C)ccc2O[C@@H](C)CCCCO[C@H]1CN(C)S(=O)(=O)c1ccccc1,.,-1.9
Clc1ccc(-n2c(SCc3nc4ccccc4s3)nnc2-c2cccs2)cc1,27.0,-0.1
C[C@H](CO)N1C[C@H](C)[C@@H](CN(C)C(=O)NC2CCCCC2)Oc2c(NC(=O)Nc3ccccc3)cccc2C1=O,0.2,3.3
Cc1ccc(S(=O)(=O)NC(C(=O)O)C(C)C)cc1 (stereo not given),-8.7,-0.3
CCN(CC)C(=O)c1ccc(O)c(OC)c1,-4.8,-0.6
O=C(/C=C/c1ccccc1)OCC1=CC[C@@H]2C(C(=O)O)=CO[C@@H](O[C@@H]3O[C@H](CO)[C@@H](O)[C@H](O)[C@H]3O)[C@H]12,.,-0.3
C[C@@H]1CN([C@@H](C)CO)C(=O)c2cc(NC(=O)CCCCCC(=O)Nc3ccccc3N)ccc2O[C@H]1CN(C)Cc1ccc2c(c1)OCO2,-5.3,.
COc1cccc(S(=O)(=O)N(C)C[C@H]2Oc3ncc(-c4cccc(C(=O)N(C)C)c4)cc3C(=O)N([C@@H](C)CO)C[C@H]2C)c1,-12.0,0.2
O=C(NC1CCCCC1)N[C@@H]1C=C[C@H](CC(=O)N2CCOCC2)O[C@H]1CO,0.1,0.1
COc1cccc(-c2cnc3c(c2)C(=O)N([C@H](C)CO)C[C@H](C)[C@H](CN(C)Cc2cccc(C)c2)O3)c1,.,-0.7
Cc1ccc(-c2ccc3c(c2)O[C@H](CN(C)Cc2ccc(C(=O)O)cc2)[C@@H](C)CN([C@H](C)CO)S3(=O)=O)cc1,50.4*,0.7
CC(C)NC(=O)N(C)C[C@H]1Oc2ncc(C#CC3(O)CCCC3)cc2C(=O)N([C@H](C)CO)C[C@@H]1C,8.5,-2.3
CN(C)c1ccc2c(c1)[C@@H]1C[C@H](CC(=O)NCC3CC3)O[C@@H](CO)[C@@H]1O2,4.0,-8.4
O=C(Nc1ccccc1F)N[C@H]1CC[C@@H](CCNS(=O)(=O)c2ccc(F)cc2)O[C@@H]1CO,6.0,-0.3
CO[C@@H]1CN(C)C(=O)c2cc(NC(=O)C3CCC3)ccc2OC[C@@H](C)NC[C@@H]1C,-4.9,-0.3
O=C(C1=C[C@H](C2CC2)C[C@H](OCCCCO)O1)N1CCN(Cc2ccc3c(c2)OCO3)CC1,9.7,.
COc1ccc([Si](C)(C)[C@@H]2[C@@H](CCn3cc([C@H](O)c4ccccc4)nn3)O[C@]3(C(=O)N(Cc4cccc(N5CCOC5=O)c4)c4ccccc43)[C@H]2C)cc1,13.7,.

# Quoted at random: 5 entries already listed
SMILES,EZH2 inh,IDH1 R132H inh
COc1cccc(-c2cnc3c(c2)C(=O)N([C@H](C)CO)C[C@H](C)[C@H](CN(C)Cc2cccc(C)c2)O3)c1,.,-0.7
O=C(/C=C/c1ccccc1)OCC1=CC[C@@H]2C(C(=O)O)=CO[C@@H](O[C@@H]3O[C@H](CO)[C@@H](O)[C@H](O)[C@H]3O)[C@H]12,.,-0.3
C[C@@H]1CN([C@@H](C)CO)C(=O)c2cc(NC(=O)CCCN(C)C)ccc2O[C@@H](C)CCCCO[C@H]1CN(C)S(=O)(=O)c1ccccc1,.,-1.9
COc1ccc([Si](C)(C)[C@@H]2[C@@H](CCn3cc([C@H](O)c4ccccc4)nn3)O[C@]3(C(=O)N(Cc4cccc(N5CCOC5=O)c4)c4ccccc43)[C@H]2C)cc1,13.7,.
Cc1ccc(Cn2c(NCc3nc4ccccc4n3C)nc3ccccc32)cc1,.,0.1

# Part of the list above in order of length of the SMILES, descending.
SMILES,EZH2 inh,IDH1 R132H inh
C[C@H](CO)N1C[C@H](C)[C@@H](CN(C)C(=O)NC2CCCCC2)Oc2c(NC(=O)Nc3ccccc3)cccc2C1=O,0.2,3.3
CN(C)c1ccc2c(c1)[C@@H]1C[C@H](CC(=O)NCC3CC3)O[C@@H](CO)[C@@H]1O2,4.0,-8.4
Clc1ccc(-n2c(SCc3nc4ccccc4s3)nnc2-c2cccs2)cc1,27.0,-0.1

# An excerpt; rates above refer to the full screens.
